TbHK1 inh: blocks Trypanosoma brucei hexokinase 1 activity. recombinant TbHK1, G6PDH-coupled NADH A340. inhibition, % at 10 µM. actives 0.11% (n = 220,000);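 active means inhibition of 50% or more in the single-dose primary screen; inactive means inhibition below 50%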
RBBP9 inhibitor: blocks human serine hydrolase RBBP9; inhibition, % at 7.94 µM; AID 1515; actives 0.2% (n = 220,000); recombinant RBBP9, FP-Rh probe fluorescence polarization; O75884;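 active means inhibition above the campaign mean of all tested compounds plus 3 SD, cut at about 14% in these data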;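 further: plate controls were DMSO wells with RBBP9 for no effect and wells lacking RBBP9 protein for full effect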
Target sequence (O75884 whole entry, looked up): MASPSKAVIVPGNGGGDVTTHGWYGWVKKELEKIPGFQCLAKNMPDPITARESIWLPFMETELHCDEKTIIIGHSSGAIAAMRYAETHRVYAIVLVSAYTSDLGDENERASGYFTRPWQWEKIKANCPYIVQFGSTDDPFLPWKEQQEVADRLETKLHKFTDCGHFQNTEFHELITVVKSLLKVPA
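Measured by – fluorescence polarization · Test system – RBBP9 protein · Input – 2.5 µM RBBP9 dispensing solution, before mixing · Measure – percent inhibition from mP, scaled between DMSO and no-protein wells · Benchmarks – DMSO-treated enzyme wells and wells lacking RBBP9 · Times – preincubation 30 min plus labeling 45 min at 25 °C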
EP2 antag: blocks the human prostaglandin E2 receptor EP2; P43116; C6 glioma cells expressing human EP2, cAMP TR-FRET; cells stimulated with saturating PGE2; inhibition, % at 25 µM; actives 0.52% (n = 260,000); AID 1422;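 active means percent inhibition above 40 after rounding to a whole number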;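 further: rat C6 glioma host cells with rolipram phosphodiesterase inhibitor present; the protocol text gives 20 µM as final concentration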
Target sequence (P43116 whole entry, looked up): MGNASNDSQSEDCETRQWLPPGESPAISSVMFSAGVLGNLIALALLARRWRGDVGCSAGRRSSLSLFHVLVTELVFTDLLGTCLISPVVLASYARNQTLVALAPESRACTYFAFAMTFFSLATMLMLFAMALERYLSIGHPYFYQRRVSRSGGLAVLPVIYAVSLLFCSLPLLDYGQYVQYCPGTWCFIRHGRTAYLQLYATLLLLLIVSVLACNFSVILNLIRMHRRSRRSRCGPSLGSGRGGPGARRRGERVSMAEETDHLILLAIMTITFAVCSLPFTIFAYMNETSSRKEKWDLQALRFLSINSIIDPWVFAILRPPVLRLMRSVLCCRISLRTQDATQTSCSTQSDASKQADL
PPC-1+TRAIL kill: PPC-1 cancer cell killing with TRAIL present | cell killing (% activity), % at 4 µM | PPC-1 cells + TRAIL, ATPLite viability luminescence | actives 0.41% (n = 220,000);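 active means cell killing above 50% in the first pass at 4 µM, then a duplicate retest at 5 µM averaging 50% or more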;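 further: plate controls were cells with TRAIL plus DMSO for no effect and medium-only wells lacking cells for full effect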
BaF3 parental: parental Ba/F3 viability inhibition as JAK2V617F counter-screen. CellTiter-Glo ATP luminescence. inhibition, % at 5.6 µM. actives 1.1% (n = 220,000). AID 1486;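 active means inhibition above a per-campaign cutoff, the mean inhibition of all tested compounds plus 3 SD, cut at about 27% in these data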;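 further: 0% = DMSO wells and 100% = JAK Inhibitor I control wells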
Furin inhibitor: human furin inhibition | actives 0.061% (n = 220,000) | inhibition, % at 30 µM | purified furin, fluorogenic substrate cleavage | P09958 | AID 463115; in the data active means inhibition above about 25%; further: inactives centre near -15
p97 inhibitor: inhibitors of human p97 ATPase; recombinant p97 ATPase, Kinase-Glo ATP luminescence, 3 h; P55072; inhibition, % at 8 µM; AID 1481; actives 0.42% (n = 220,000); in the data active means inhibition above about 15%;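 further: 0% = DMSO vehicle and 100% = wells lacking enzyme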
NCF1 inh: p47phox (human) inhibition | inhibition, % at 24.7 µM | p47phox/p22phox peptide binding, fluorescence polarization, 2 h | actives 0.53% (n = 220,000) | AID 1274 | P14598;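 active means inhibition above about 30%, limit read from the data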;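 further: 0% = p47phox with labelled peptide and 100% = labelled peptide alone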
Target sequence (P14598 whole entry, looked up): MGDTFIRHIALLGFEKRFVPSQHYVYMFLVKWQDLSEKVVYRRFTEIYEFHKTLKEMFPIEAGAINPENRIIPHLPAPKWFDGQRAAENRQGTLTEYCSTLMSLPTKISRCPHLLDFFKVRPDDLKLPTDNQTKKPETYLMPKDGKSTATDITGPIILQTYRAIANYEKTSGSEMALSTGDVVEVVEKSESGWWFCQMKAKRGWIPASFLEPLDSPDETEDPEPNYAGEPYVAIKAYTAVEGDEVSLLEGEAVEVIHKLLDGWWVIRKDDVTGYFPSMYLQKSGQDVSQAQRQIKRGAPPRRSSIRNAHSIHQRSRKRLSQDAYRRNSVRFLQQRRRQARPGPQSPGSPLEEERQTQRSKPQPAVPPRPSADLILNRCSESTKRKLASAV
Ba/F3 V617F tox: lowers viability of Ba/F3 cells expressing EpoR and JAK2V617F. ATP luminescence. inhibition, % at 5.6 µM. actives 1.1% (n = 220,000). AID 1446;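 active means inhibition above the campaign mean plus 3 SD over all tested compounds, cut at about 24% in these data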;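 further: cytokine-independent growth of Ba/F3 cells driven by EpoR plus mutant JAK2; 0% = DMSO-treated cells and 100% = JAK inhibitor I control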
* hit, by the source's call; · = no result given; & = joins results of further samples; [ ] = remark or other dose.

SMILES	TbHK1 inh	RBBP9 inhibitor	EP2 antag	PPC-1+TRAIL kill	BaF3 parental	Furin inhibitor	p97 inhibitor	NCF1 inh	Ba/F3 V617F tox
CN(CCOC(=O)/C=C/c1ccco1)Cc1ccccc1	4	-5	1	-1	0	-6	1	-5	-1
CCn1cc(C(=O)N2CCc3ccccc32)c(=O)c2cc(S(=O)(=O)N3CCCCCC3)ccc21	-32	-12	18	-13	4	-3[20 µM]	-4	2	2
Cc1nc2ccc(-c3nc4ccccc4[nH]3)cc2[nH]1	-3	-1	4	40[5 µM]	1	-30	9	11	-3
O=C(C1CC12CCCC2)N1CCC(CO)(Cc2ccccc2Cl)CC1 (stereo unspecified)	-1	-5	3	-10	5	-15	-3	-9	-2
O=C(CCCNS(=O)(=O)c1ccc(Br)cc1)N1CC[C@@]2(O)CCCC[C@H]2C1	0	-6	19	-2	6	-12	-4	5	3
CCCC(=O)NC(Nc1ccc(S(=O)(=O)Nc2ncccn2)cc1)(C(=O)OCC)C(F)(F)F (stereo unspecified)	5	-4	6	8	-2	-11	2	-3	-6
CCOC(=O)N1CCC(N(CCCOC)C(=O)Nc2ccc(CC)cc2)CC1	-2	-6	2	8	3	-13[20 µM]	7	-9	0
CC1C/C=C/C=C/C=C/C=C/C(O[C@@H]2O[C@H](C)[C@@H](O)[C@H](N)[C@@H]2O)CC2OC(O)(CC(O)CC3OC3/C=C/C(=O)O1)CC(O)C2C(=O)O (stereo partly specified)	-7	-6	·	11	4	-19	4	-52	-1
Cc1ccc(-c2nnc(N(C)C(=O)C3CCCO3)s2)cn1 (stereo unspecified)	-13	-3	5	17	2	-18	-3	2	0
CCOC(=O)C1=C(N)OC2=C(C(=O)CC(C)(C)C2)C1c1ccco1 (stereo unspecified)	-2	-1	7&9	19	2	-23[20 µM]	0	-24	-4
COc1cccc(/C=N/NC(=O)C[n+]2ccccc2)c1OC	2	-2	-2	-1	2	-15	5	-12	0
CCCCCCCN=CC1=C(O)CC(c2ccccc2)CC1=O (stereo unspecified)	-5	-15	11	8	3	-23	-9	-44	2
O=C(Nc1ccc(N2CCN(C(=O)c3cccs3)CC2)cc1)c1cccnc1	0	0	2	25	10	-7	0	-1	1
O=C(Nc1ccc(F)cc1)c1ccccc1Oc1ccc(C(F)(F)F)cc1[N+](=O)[O-]	27	-2	10	-3	6	0	1	-4	0
O=C1CC(c2ccccc2Cl)CC(O)=C1C=Nc1ccccc1 (stereo unspecified)	7	-2	17	12	1	-22	4	-15	-3
O=C(Cc1coc2ccc3ccccc3c12)Nc1nccs1	-10	-3	25	-3	8	-15[20 µM]	-1	-17	0
CC(C)Sc1nc2ccccc2n1CC(=O)NCc1ccc2c(c1)OCO2	3	4	6	-20	14	-16[20 µM]	-3	-2	2
CCOc1cc(CNc2ccc3c(c2)CCC3)ccc1OC	-5	-1	9	0	6	-3[20 µM]	-5	-9	4
Nc1ncnc2oc(-c3ccco3)c(-c3ccco3)c12	-17	-2	5	31	5	-7[20 µM]	17*	-17	-2
CSCCC(NC(=O)c1ccccc1C)C(=O)O (stereo unspecified)	-5	-2	11	17	9	-25	1	2	2
N/C(=N\N=C\c1ccc([N+](=O)[O-])cc1)c1nonc1N	-17	-1	4	14	-2	-20	3	-4	2
S=C(NCc1ccccc1)N1CCn2cccc2C1c1cccnc1 (stereo unspecified)	-2	0	7	12	5	-2	3	-6	-1
Cc1cc(C(=O)CSc2nnc(-c3ccco3)o2)c(C)n1CC1COc2ccccc2O1 (stereo unspecified)	-2	-3	13	0	8	-4	7	-59	-4
Cc1ccc(OCCn2cc(C(=O)O)c3ccccc32)cc1	-5	-3	5	11	-2	-28	6	-10	-4
O=C(CCCOc1ccc(Cl)cc1Cl)NN1CCOCC1	-6	-5	3	34	2	-11	-1	6	0
N#Cc1cc2c(nc1SCC(=O)N1CCCCC1)CCCC2	1	0	12	21	2	-20[20 µM]	1	-10	-5
Cn1c(SCC(=O)NCCNC(=O)CSc2nnc(C(F)(F)F)n2C)nnc1C(F)(F)F	-2	-1	6	2	10	-7[20 µM]	-7	-7	2
CCOC(=O)c1[nH]c2ccc(Br)cc2c1NC(=O)CCN1CCC(C(=O)OCC)CC1	-2	-3	18	-1	5	-16[20 µM]	18*	-17	-1
CC(C)OC(=O)CSc1nnc(-c2cccnc2)n1Cc1ccccc1	1	-6	8	21	-1	-11[20 µM]	0	-10	1
O=C(OCn1nnc2ccccc2c1=O)c1ccc(Br)o1	7	0	1	2	2	-27[20 µM]	3	-6	-1
CCN(CC)S(=O)(=O)c1cc(NC(=O)CSc2nccn2C)ccc1C	-1	0	9	24	5	-20	5	-12	2
COC(=O)C1=C(C)NC(=O)NC1C1CC=CCC1 (stereo unspecified)	-1	-8	12	17	0	-35	2	2	-2
Nc1ccn([C@H]2CC[C@@H](CO)O2)c(=O)n1	-2	1&4	11&10&10	8&20	-6&8	-41	6&6	-5&-3	-1&0
Cc1cnn(-c2cc(N/N=C/c3ccccc3Cl)ncn2)c1	-3	4	5	-11	4	-21[20 µM]	-1	-1	1
CCn1c(=O)c(C(=O)CN2CCc3ccccc32)c(N)n(Cc2ccccc2)c1=O	1	-8	10	17	5	-7	4	-14	-2
COc1ccc2ncc(S(=O)(=O)c3ccccc3)c(N3CCN(c4ccccc4)CC3)c2c1	13	-8	13	16	2	-3	-4	-5	1
CCCC12CN3CC(CCC)(CN(C1)C3C(O)C(O)C(O)CO)C2=O (stereo unspecified)	-3	-6	10	7	8	-23	0	-8	0
CCCCNC(=O)CCN1N=C(c2ccccc2)CCC1=O	-3	-7	8	30	4	-23	1	-6	-2
CC1CCN(S(=O)(=O)c2ccc3c(c2)oc(=O)n3CC(=O)N2CCc3ccccc3C2)CC1	-6	-2	7	-1	6	-21	0	-15	-2
Cc1nc2ccccc2nc1OCC(=O)Nc1ccc(F)cc1	-9	-9	7	8	0	-12	3	1	-4

Part of the list above, with two lines to a compound:
Value order: TbHK1 inh	RBBP9 inhibitor	EP2 antag	PPC-1+TRAIL kill	BaF3 parental	Furin inhibitor	p97 inhibitor	NCF1 inh	Ba/F3 V617F tox
N/C(=N\N=C\c1ccc([N+](=O)[O-])cc1)c1nonc1N
→ -17	-1	4	14	-2	-20	3	-4	2
S=C(NCc1ccccc1)N1CCn2cccc2C1c1cccnc1 (stereo unspecified)
→ -2	0	7	12	5	-2	3	-6	-1
Cc1cc(C(=O)CSc2nnc(-c3ccco3)o2)c(C)n1CC1COc2ccccc2O1 (stereo unspecified)
→ -2	-3	13	0	8	-4	7	-59	-4
Cc1ccc(OCCn2cc(C(=O)O)c3ccccc32)cc1
→ -5	-3	5	11	-2	-28	6	-10	-4
O=C(CCCOc1ccc(Cl)cc1Cl)NN1CCOCC1
→ -6	-5	3	34	2	-11	-1	6	0
N#Cc1cc2c(nc1SCC(=O)N1CCCCC1)CCCC2
→ 1	0	12	21	2	-20[20 µM]	1	-10	-5
Cn1c(SCC(=O)NCCNC(=O)CSc2nnc(C(F)(F)F)n2C)nnc1C(F)(F)F
→ -2	-1	6	2	10	-7[20 µM]	-7	-7	2
CCOC(=O)c1[nH]c2ccc(Br)cc2c1NC(=O)CCN1CCC(C(=O)OCC)CC1
→ -2	-3	18	-1	5	-16[20 µM]	18*	-17	-1
CC(C)OC(=O)CSc1nnc(-c2cccnc2)n1Cc1ccccc1
→ 1	-6	8	21	-1	-11[20 µM]	0	-10	1
O=C(OCn1nnc2ccccc2c1=O)c1ccc(Br)o1
→ 7	0	1	2	2	-27[20 µM]	3	-6	-1
CCN(CC)S(=O)(=O)c1cc(NC(=O)CSc2nccn2C)ccc1C
→ -1	0	9	24	5	-20	5	-12	2
COC(=O)C1=C(C)NC(=O)NC1C1CC=CCC1 (stereo unspecified)
→ -1	-8	12	17	0	-35	2	2	-2

Further compounds
SMILES	TbHK1 inh	RBBP9 inhibitor	EP2 antag	PPC-1+TRAIL kill	BaF3 parental	Furin inhibitor	p97 inhibitor	NCF1 inh	Ba/F3 V617F tox
Cc1cc2nc(-c3ccc(NC(=O)c4cccnc4)cc3)oc2cc1C	-34	-6	14	22	8	-16	3	-11	1
CCOC(=O)c1c(C)[nH]c(C(=O)COC(=O)c2ccc(O)cc2)c1C	-19	-8	16	7	40*	-10	3	-14	39*
O=C(O)/C=C/C(=O)NCCc1ccccc1	1	-7	7	6	9	-24	4	-2	2
CCc1nnc(NC(=O)c2cccc(C(=O)Nc3nnc(CC)s3)n2)s1	-11	1	8	29	12	-11	0	-10	3
O=C(CNC(=O)c1cccs1)NCC(=O)OCc1c(Cl)cccc1Cl	-1	5	18&2	12	1	-19[20 µM]	7	1	-4
Cc1cccc(NC(=O)C2CCCN(C(=O)NC3CCCCC3)C2)c1C (stereo unspecified)	4	6	6&12	4	4	-20	0	-6	1
O=C(O)COc1c(Cl)cc(/C=C2\NC(=O)NC2=O)cc1Br	-26	0	5	16	5	-14	3	0	0
O=C/C(=C\Nc1ccc(Cl)cn1)c1nc2ccccc2o1	-8	0	6	-9	0	-6[20 µM]	1	-9	-1
CC(C)c1ccccc1NC(=O)c1ccccc1NC(=O)C1CCCCC1	8	5	6	0	4	-18	4	0	-4
Cc1cccn2cc(-c3cc4ccccc4oc3=O)nc12	-18	0	4	14	90*	-22	6	3	-2
COc1cc(NC(=O)COC(=O)CSc2cc(C)ccc2C)c(C)cc1[N+](=O)[O-]	-1	-8	7	10	7	-16	-1	0	4
O=C(C/C=N/OCc1c(Cl)cccc1Cl)c1cnc(-c2ccccc2)s1	-5	-3	11	14	72*	-20	1	-12	-6
O=C1C(=O)c2ccccc2C(O)=C1c1ccccc1F	-8	-2	3	-2	5	-17	-3	-3	-2
O=C(COC(=O)/C=C/c1cccc([N+](=O)[O-])c1)NCCCN1CCCC1=O	4	-16	6	13	2	-22	-3	-4	3
O=C(c1ccco1)N1N=C(c2ccc(Br)cc2)CC1(O)C(F)(F)F (stereo unspecified)	5	-13	11	11	74*	-11	-4	1	3
CC1CC(C)CN(c2ccc(C(=O)NCc3ccc4c(c3)OCO4)cc2[N+](=O)[O-])C1 (stereo unspecified)	11	-9	11	-8	6	-31	5	-6	-3
COc1cc(/C=C/C(=O)O)cc(S(=O)(=O)Nc2ccc3nc(SC)sc3c2)c1OC	-4	-2	1	-12	5	-30	6	-4	0
COc1ccc(OCC(=O)Nn2c(-c3cccc(OC)c3)nc3ccccc3c2=O)cc1	-3	-11	8	26	3	-23	3	-12	-3
Cc1nnc(Sc2cc(NCCO)c([N+](=O)[O-])c3nonc23)s1	-11	18*	50*	2	4	-12	4	6	-2
CCOC(=O)c1c(C)nc2c(c1-c1ccccc1)C(=O)CC(C)(C)C2	4	-4	4	16	11	-9[20 µM]	-6	-14	5

High-throughput results (PubChem BioAssay)

Only part of the results is shown. The share of hits here may be higher or lower than overall.
